Bioassay records as filed in PubChem BioAssay.
USP8 inh = human USP8 deubiquitinase inhibition; P40818; purified USP8, Ub-rhodamine cleavage fluorescence, 30 min; inhibition, % at 20 µM; 47,000 compounds, 4.2% hits; AID 1645853
USP7 inh = inhibitors of human USP7 deubiquitinase; Q93009; purified USP7, Ub-rhodamine cleavage fluorescence; inhibition, % at 20 µM; 47,000 compounds, 0.3% hits; AID 1645854
USP10 inh = blocks human USP10 ubiquitin-rhodamine cleavage. purified USP10, Ub-rhodamine fluorescence, 60 min. inhibition, % at 20 µM. 47,000 compounds, 1.1% hits. AID 1645856
USP17 block = human USP17-like deubiquitinase inhibition; purified USP17, Ub-rhodamine cleavage fluorescence, 3 h; 47,000 compounds, 6.5% hits; inhibition, % at 50 µM; A8MUK1; AID 1645855
USP28 block = human USP28 deubiquitinase inhibition | Q96RU2 | purified USP28, Ub-rhodamine cleavage fluorescence, 30 min | inhibition, % at 25 µM | 47,000 compounds, 3% hits | AID 1645857
Target sequence (Q96RU2 whole entry, looked up): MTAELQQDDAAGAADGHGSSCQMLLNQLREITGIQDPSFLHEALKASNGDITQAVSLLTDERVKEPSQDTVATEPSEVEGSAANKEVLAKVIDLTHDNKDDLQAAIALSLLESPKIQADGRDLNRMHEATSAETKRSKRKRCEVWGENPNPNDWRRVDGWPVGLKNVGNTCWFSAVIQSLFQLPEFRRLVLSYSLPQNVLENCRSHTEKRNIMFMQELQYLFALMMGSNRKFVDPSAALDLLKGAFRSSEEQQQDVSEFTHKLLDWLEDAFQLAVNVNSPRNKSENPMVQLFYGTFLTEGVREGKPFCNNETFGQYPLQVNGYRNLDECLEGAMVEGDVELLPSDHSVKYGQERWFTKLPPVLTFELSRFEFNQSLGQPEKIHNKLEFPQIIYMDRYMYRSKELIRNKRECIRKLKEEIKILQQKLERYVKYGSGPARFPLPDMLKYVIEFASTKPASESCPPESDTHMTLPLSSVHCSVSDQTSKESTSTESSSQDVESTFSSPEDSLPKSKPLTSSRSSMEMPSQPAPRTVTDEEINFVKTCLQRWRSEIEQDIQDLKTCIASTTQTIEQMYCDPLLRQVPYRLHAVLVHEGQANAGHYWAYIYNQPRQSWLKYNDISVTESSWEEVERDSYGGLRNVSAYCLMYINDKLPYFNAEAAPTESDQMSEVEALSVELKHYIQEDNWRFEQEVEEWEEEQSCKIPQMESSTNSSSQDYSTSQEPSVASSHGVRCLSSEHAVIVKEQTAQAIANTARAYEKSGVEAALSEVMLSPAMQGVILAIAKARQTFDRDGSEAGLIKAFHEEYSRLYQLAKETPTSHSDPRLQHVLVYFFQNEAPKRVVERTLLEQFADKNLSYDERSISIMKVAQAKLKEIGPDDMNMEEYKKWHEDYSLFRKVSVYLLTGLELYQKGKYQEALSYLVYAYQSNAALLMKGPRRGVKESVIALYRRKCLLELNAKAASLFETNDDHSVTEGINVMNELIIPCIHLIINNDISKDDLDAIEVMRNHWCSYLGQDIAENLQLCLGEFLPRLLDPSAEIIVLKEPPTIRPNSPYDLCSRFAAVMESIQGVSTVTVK
UCHL1 block = human UCHL1 deubiquitinase inhibition | AID 1645859 | inhibition, % at 20 µM | purified UCHL1, Ub-rhodamine cleavage fluorescence | 47,000 compounds, 0.2% hits
OTUD3 inh = blocks human OTUD3 ubiquitin-rhodamine cleavage; purified OTUD3, Ub-rhodamine fluorescence, 2 h; 47,000 compounds, 0.7% hits; inhibition, % at 25 µM; Q5T2D3
USP30 inh = human USP30 deubiquitinase inhibition; Q70CQ3; purified USP30, Ub-rhodamine cleavage fluorescence; inhibition, % at 25 µM; 47,000 compounds, 5.3% hits; AID 1645860
Numbers without * were called inactive; i = inactive; / = no result given. Cut-off read from the data, not from the text of the source: active = inhibition above about 30%; inactive = the rest.

item | UCHL1 block | USP30 inh | OTUD3 inh | USP10 inh | USP8 inh | USP17 block | USP7 inh | USP28 block | molecule
1 | -4 | -15 | -4 | -5 | -10 | -18 | -4 | -11 | COCC1CC2(CCN(Cc3ccco3)CC2)CN1c1ncccn1 (stereo not drawn)
2 | 1 | 3 | -11 | 1 | 5 | 1 | -1 | 0 | CCOc1ccc(CN2CCN(C(=O)c3ccc(C#N)cc3)CC2)cn1
3 | 5 | 34* | 17 | 2 | 2 | 32* | 4 | 21 | COCCCn1c(C(=O)NCCC(C)C)cc2c(=O)n3ccccc3nc21
4 | 3 | / | 2 | 3 | -1 | 15 | 0 | / | COc1ccc(Cl)cc1NS(=O)(=O)c1ccc2c(c1)NC(=O)CC(C)S2 (stereo not drawn)
5 | 2 | -2 | 19 | 0 | 19 | 12 | 8 | 4 | O=C(CSc1ncnc2c1c(-c1ccccc1)cn2-c1cccc(F)c1)c1ccccc1
6 | -2 | -105 | -21 | -7 | 24 | -23 | -5 | -10 | Cc1c(C(=O)NC2CCC(C)CC2)nnn1-c1cccc2c1CCN(Cc1ccccn1)C2 (stereo not drawn)
7 | 0 | -28 | -6 | 1 | -3 | -16 | 0 | -12 | CCc1nc(SCc2ccco2)c2oc3ccccc3c2n1
8 | 5 | 15 | 12 | 1 | 7 | 37* | 2 | 14 | COc1c(O)c2c(c3cc(C(=O)O)[nH]c13)CCN2C(N)=O
9 | -6 | -126 | -50 | -12 | -41 | -49 | -10 | -33 | O=C(COc1ccccc1)N[C@H]1CO[C@H]2[C@@H]1OC[C@@H]2Nc1nccc(C2CCCC2)n1
10 | 6 | 26 | 12 | 4 | -68 | 13 | 11 | 11 | Cc1sc(-c2cccnc2)nc1OC(=O)c1ccc(S(C)(=O)=O)cc1Cl
11 | 7 | 15 | 11 | 15 | -70 | 6 | 14 | 12 | O=[N+]([O-])c1ccc(Sc2n[nH]c(-c3cc(Cl)cc(Cl)c3)n2)nc1
12 | 1 | 11 | 12 | 2 | -10 | 8 | 3 | 4 | CCOc1ccccc1NC(=O)C1CCN(C(=O)c2cc(-c3ccncc3)n[nH]2)CC1

With a hit mark in USP30 inh, of those listed so far:
item | UCHL1 block | USP30 inh | OTUD3 inh | USP10 inh | USP8 inh | USP17 block | USP7 inh | USP28 block | molecule
3 | 5 | 34* | 17 | 2 | 2 | 32* | 4 | 21 | COCCCn1c(C(=O)NCCC(C)C)cc2c(=O)n3ccccc3nc21

The listing continues:
item | UCHL1 block | USP30 inh | OTUD3 inh | USP10 inh | USP8 inh | USP17 block | USP7 inh | USP28 block | molecule
13 | -144 | -164 | -35 | -7 | 87* | 64* | -155 | -4 | COc1ccc(N2C(=O)[C@@H]3[C@H]4c5ccccc5C=CN4C(C(=O)Nc4ccc5c(c4)OCO5)[C@@H]3C2=O)cc1 (stereo partly drawn)
14 | 8 | 27 | 4 | 2 | 6 | 11 | 9 | 10 | OC(c1ccccc1)(c1ccccc1)C1CCN(Cc2ccccc2F)CC1
15 | 4 | / | 2 | -1 | 7 | 0 | 3 | / | CNc1cc(C2CCCN2C(=O)c2noc3c2CCCC3)ccn1 (stereo not drawn)
16 | 4 | 21 | 9 | 3 | 11 | 13 | 1 | 12 | O=C(CCc1nnc2n(Cc3ccc(F)cc3)c(=O)c3ccccc3n12)N1CCN(C(c2ccccc2)c2ccccc2)CC1
17 | -2 | -7 | -4 | 0 | 3 | -6 | 0 | 0 | O=C(c1ccc(OC2CCN(C(=O)C3CC3)CC2)nc1)N1CCOCC1
18 | 1 | 9 | 5 | 3 | 3 | 15 | 1 | 8 | Cc1ccccc1-c1cc(CC2(C(=O)O)CCCN(C(=O)C3CCCC3)C2)on1 (stereo not drawn)
19 | 1 | -85 | -13 | -6 | 27 | -18 | -35 | 0 | O=C(Nc1ccccc1)c1c(-c2ccc(Cl)cc2)c2c3n(c(-c4ccc(F)cc4)cn13)CCCC2
20 | -158 | i | -175 | -10 | -129 | -102 | -158 | -154 | CCN(CC)C(=O)COC(=O)c1c2c(nc3ccccc13)/C(=C/c1ccc(O)cc1)CC2
21 | -68 | -328 | -171 | -8 | -133 | -114 | -55 | -104 | COc1cc2c(cc1OC)-c1cc(Oc3cccc(Cl)c3)nc(=O)n1CC2
22 | 0 | -26 | -1 | 0 | 2 | 6 | 3 | 7 | CC(OC(=O)c1ccc2ncsc2c1)C(=O)Nc1ccccc1 (stereo not drawn)
23 | -1 | -15 | -8 | 0 | -98 | -19 | 0 | -14 | NC(=O)C[C@H](NC(=O)[C@H](Cc1ccccc1)n1c(=O)[nH]c2ccccc2c1=O)C(=O)N1CCC[C@@H]1C(=O)O
24 | 0 | -14 | -2 | 4 | 0 | 0 | -26 | 0 | NS(=O)(=O)c1ccc2nc(NC(=O)C3COc4ccccc4O3)sc2c1 (stereo not drawn)
25 | 1 | -25 | -8 | -3 | -23 | -8 | -3 | -3 | Cc1c(C(=O)N2CCN(c3cccc(Cl)c3)CC2)oc2c1C(=O)CC(C)(C)C2
26 | 0 | / | 8 | 0 | -4 | 6 | -26 | / | COC(=O)c1c(NC2CCCCC2)c2cc(F)ccc2[nH]c1=O
27 | -5 | -124 | -8 | -6 | -33 | 15 | -3 | -22 | Cc1cc(Oc2coc3cc(OCC(=O)N4CCCCC4)ccc3c2=O)cc(C)c1Cl

Reprinted: compounds 12 to 24
item | UCHL1 block | USP30 inh | OTUD3 inh | USP10 inh | USP8 inh | USP17 block | USP7 inh | USP28 block | molecule
12 | 1 | 11 | 12 | 2 | -10 | 8 | 3 | 4 | CCOc1ccccc1NC(=O)C1CCN(C(=O)c2cc(-c3ccncc3)n[nH]2)CC1
13 | -144 | -164 | -35 | -7 | 87* | 64* | -155 | -4 | COc1ccc(N2C(=O)[C@@H]3[C@H]4c5ccccc5C=CN4C(C(=O)Nc4ccc5c(c4)OCO5)[C@@H]3C2=O)cc1 (stereo partly drawn)
14 | 8 | 27 | 4 | 2 | 6 | 11 | 9 | 10 | OC(c1ccccc1)(c1ccccc1)C1CCN(Cc2ccccc2F)CC1
15 | 4 | / | 2 | -1 | 7 | 0 | 3 | / | CNc1cc(C2CCCN2C(=O)c2noc3c2CCCC3)ccn1 (stereo not drawn)
16 | 4 | 21 | 9 | 3 | 11 | 13 | 1 | 12 | O=C(CCc1nnc2n(Cc3ccc(F)cc3)c(=O)c3ccccc3n12)N1CCN(C(c2ccccc2)c2ccccc2)CC1
17 | -2 | -7 | -4 | 0 | 3 | -6 | 0 | 0 | O=C(c1ccc(OC2CCN(C(=O)C3CC3)CC2)nc1)N1CCOCC1
18 | 1 | 9 | 5 | 3 | 3 | 15 | 1 | 8 | Cc1ccccc1-c1cc(CC2(C(=O)O)CCCN(C(=O)C3CCCC3)C2)on1 (stereo not drawn)
19 | 1 | -85 | -13 | -6 | 27 | -18 | -35 | 0 | O=C(Nc1ccccc1)c1c(-c2ccc(Cl)cc2)c2c3n(c(-c4ccc(F)cc4)cn13)CCCC2
20 | -158 | i | -175 | -10 | -129 | -102 | -158 | -154 | CCN(CC)C(=O)COC(=O)c1c2c(nc3ccccc13)/C(=C/c1ccc(O)cc1)CC2
21 | -68 | -328 | -171 | -8 | -133 | -114 | -55 | -104 | COc1cc2c(cc1OC)-c1cc(Oc3cccc(Cl)c3)nc(=O)n1CC2
22 | 0 | -26 | -1 | 0 | 2 | 6 | 3 | 7 | CC(OC(=O)c1ccc2ncsc2c1)C(=O)Nc1ccccc1 (stereo not drawn)
23 | -1 | -15 | -8 | 0 | -98 | -19 | 0 | -14 | NC(=O)C[C@H](NC(=O)[C@H](Cc1ccccc1)n1c(=O)[nH]c2ccccc2c1=O)C(=O)N1CCC[C@@H]1C(=O)O
24 | 0 | -14 | -2 | 4 | 0 | 0 | -26 | 0 | NS(=O)(=O)c1ccc2nc(NC(=O)C3COc4ccccc4O3)sc2c1 (stereo not drawn)
